Compound activity as filed in PubChem.
EPAC1 agonist – agonists of human EPAC1; O95398; EPAC1 agonist qHTS, biochemical assay; response scale: 100% = response to 6.5 mM cAMP; Potency, µM (titrated, usually from 154 µM), without a hit: top-dose activation, actives largely listed as activators; hit rate 0.073% among 360,000; further: potency means the concentration at half of the fitted maximal effect; nearly all actives have a fitted effect of over 60% in size
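Nucleotide exchange assay: 100 nM EPAC1 with 250 nM Rap1B loaded with BODIPY-GDP and 50 uM GDP, room temperature. Fluorescence (480/540 nm) read every 5 min for 30 min; signal change normalized to 6.5 mM cAMP as full agonist.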
IL-2 act – activates IL-2 in a cell-based reporter assay; hit rate 0.065% among 360,000; IL-2 activation reporter assay, cell-based qHTS; stimulated with anti-CD3/CD4/CD28 beads; in transgenic mouse T cells; activation, % (series mostly up to about 46 µM); in the data active means activation above about 50%; inconclusive means mostly about 30% to 49%; further: 0% is about no effect
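Screening format: compound pinned onto unstimulated transgenic mouse T cells, 60 min incubation, then anti-CD3/anti-CD4/anti-CD28 bead stimulation for 18 hours at 37 degrees C, followed by EGFP and DsRed detection.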
EPAC1 antagonist – EPAC1 (human) antagonism. hit rate 0.14% among 360,000. Potency, µM (top dose mostly 115 µM), inactives show at the highest dose activity change, negative = inhibition, most hits filed as inhibitors. EPAC1 GEF assay, Rap1b-BODIPY-GDP exchange fluorescence;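 further: potency means the concentration at half of the fitted maximal effect; plate controls were vehicle for no effect and positive control for full effect; nearly all actives have a fitted effect of over 50% in size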
CCT chaperon mod – cytosolic chaperonin activity modulation; hit rate 0.3% among 360,000; activity change, % (no concentration beside the values), hits read low; purified chaperonin ATPase assay, HTRF ADP detection, 30 min; in the data active means activity change below about -30%; further: on the % scale 0 is the no-effect control and ±100 the full control effect
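We incubate TRiC, 40 or 20 nM final, with library compounds at 76 uM and 10 uM ATP for 30 min at 37 °C. ADP formed is detected with Transcreener HTRF reagents after 30 min at room temperature.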
PI5P4Ka inh – blocks human PI5P4K alpha kinase activity; max response, %; AID 652105; PI5P4Kalpha enzyme, ADP-Glo luminescence, 60 min; active compounds read low; hit rate 1.2% among 330,000; active means max response of -50% or lower; inconclusive means between -30% and -50%; inactive means -30% or higher; further: value at the top dose of about 77 µM; on the % scale 0 is the no-effect control and ±100 the full control effect
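Human PI5P4Kalpha with substrate in 0.038 M HEPES pH 7.4, 0.28 mM EGTA, 0.1% CHAPS, 5% DMSO; reaction started with 5 microM ATP (final), 60 min at room temperature. ADP formed read by ADP-Glo luminescence.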
EPAC2 ag – EPAC2 (human) agonism; Q8WZA2; EPAC2 activation, biochemical qHTS; response scale: 100% = 6.5 mM cAMP response; Potency, µM (titrated, usually from 154 µM), without a hit: at the highest dose activation, hits mostly activators; hit rate 0.079% among 360,000; AID 720711; further: potency means the concentration at half of the fitted maximal effect; nearly all actives have a fitted effect of over 50% in size
Target sequence (Q8WZA2 whole entry, looked up): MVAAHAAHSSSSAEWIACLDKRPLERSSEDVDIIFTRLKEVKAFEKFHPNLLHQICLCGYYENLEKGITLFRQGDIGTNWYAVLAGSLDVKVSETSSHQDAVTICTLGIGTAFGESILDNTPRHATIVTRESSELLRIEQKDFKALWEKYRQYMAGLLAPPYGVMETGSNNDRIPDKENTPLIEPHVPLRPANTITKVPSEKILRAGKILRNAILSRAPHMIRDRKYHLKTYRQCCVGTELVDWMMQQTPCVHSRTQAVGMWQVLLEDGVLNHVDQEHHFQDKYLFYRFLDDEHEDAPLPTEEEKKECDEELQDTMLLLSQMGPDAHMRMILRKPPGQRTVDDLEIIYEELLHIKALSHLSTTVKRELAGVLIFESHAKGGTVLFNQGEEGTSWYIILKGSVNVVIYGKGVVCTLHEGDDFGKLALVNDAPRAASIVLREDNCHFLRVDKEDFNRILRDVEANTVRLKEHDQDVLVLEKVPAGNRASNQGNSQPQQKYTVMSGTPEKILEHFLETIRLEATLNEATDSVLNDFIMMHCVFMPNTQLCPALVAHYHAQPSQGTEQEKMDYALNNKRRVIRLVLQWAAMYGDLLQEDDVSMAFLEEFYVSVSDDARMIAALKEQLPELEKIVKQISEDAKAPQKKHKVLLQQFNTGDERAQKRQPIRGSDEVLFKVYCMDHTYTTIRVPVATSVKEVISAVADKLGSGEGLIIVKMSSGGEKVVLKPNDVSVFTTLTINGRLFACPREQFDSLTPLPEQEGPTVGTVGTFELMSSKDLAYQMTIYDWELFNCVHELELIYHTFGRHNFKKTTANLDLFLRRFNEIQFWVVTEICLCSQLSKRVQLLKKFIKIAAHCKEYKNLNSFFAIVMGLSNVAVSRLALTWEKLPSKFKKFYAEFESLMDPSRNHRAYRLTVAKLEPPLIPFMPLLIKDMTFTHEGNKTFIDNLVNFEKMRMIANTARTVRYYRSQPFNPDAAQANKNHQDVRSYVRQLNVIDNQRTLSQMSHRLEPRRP
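qHTS, titration series. 100 nM EPAC2 / 250 nM Rap1B-BODIPY-GDP / 50 uM GDP; RT; ex 480/em 540 nm, 5-min reads to 30 min. Norm. to 6.5 mM cAMP = activation.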
PLK1 PBD inh – inhibitors of human PLK1 polo-box domain binding; AID 720504; Plk1 PBD binding of FITC phosphopeptide, fluorescence polarization; hit rate 2.8% among 360,000; Potency, µM, without a hit: max response, negative = inhibition, usual class: inhibitors; P53350; further: potency means the concentration at half of the fitted maximal effect; series mostly up to about 57 µM; on the % scale 0 is the no-effect control and ±100 the full control effect; nearly all actives have a fitted effect of over 65% in size
WRN helicase inh – inhibitors of human WRN helicase; Q14191; WRN helicase unwinding, fluorescent forked duplex, kinetic; Potency, µM (top dose mostly 114 µM), for inactives: at the top dose activity change, negative = inhibition, hits mostly inhibitors; hit rate 0.46% among 360,000; further: potency means the concentration at half of the fitted maximal effect; on the % scale 0 is the no-effect control and ±100 the full control effect; nearly all actives have a fitted effect of over 55% in size
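Kinetic fluorescence helicase assay: unwinding of a quenched forked DNA duplex (100 nM final) with 2 mM ATP final raises red fluorescence (525/598 nm). Compounds sat 15 min at room temperature with 20 nM WRN beforehand.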
The depositor's hits bear a star; ? = inconclusive; / = not tested or not shown; [ ] = dose if it differs, or a comment. Unless noted, the call rests on the fitted dose curve; in most records, active means well fitted curve in the direction sought with a large enough effect; inconclusive means small, poorly fitted or top-dose-only effect, or another doubt; inactive means no such curve, though single readings can be large; an effect the other way counts as inactive or inconclusive. An excerpt. The share of hits here may be higher or lower than overall.

SMILES | EPAC1 agonist | IL-2 act | EPAC1 antagonist | CCT chaperon mod | PI5P4Ka inh | EPAC2 ag | PLK1 PBD inh | WRN helicase inh
COCCN(C(C)=O)c1nnc(-c2cnccn2)s1 | -3% | -1.5 | 5% | -0.4 | -2 | -2% | 0% | 0%
COc1cc(OC)cc(C(=O)Nc2ccc(N(C)C)c3ccccc23)c1 | -11% | -0.7 | 3% | -2.4 | 7 | 5% | 0% | -2%
COC(=O)c1ccc(C(=O)OC)c(NC(=O)N2c3ccccc3Sc3ccccc32)c1 | 7% | 0.7 | 7% | -0.5 | / | 14% | -3% | -2%
O=S(=O)(c1cccs1)N1CCN(c2ccccc2F)CC1 | 23% | 0.4 | 13% | 0.4 | 3 | 22% | -9% | 10%
CC(C)c1ccc(CN2C(=O)NC3(CCCCCC3)C2=O)cc1 | -5% | -1.5 | 0% | 0.7 | -3 | -13% | 27µM* | 5%
COc1ccccc1NC(=S)NNC(=O)c1ccc(O)cc1 | -1% | 1.0 | 6% | 0.0 | 6 | -2% | -5% | 1%
COc1cccc(NC(=O)c2cc(S(=O)(=O)N3CCc4ccccc43)cn2C)c1 | 7% | 1.9 | -18% | -2.2 | 0 | 13% | 8% | -5%
O=C(O)c1ccc2c(=O)n3c(nc2c1)/C(=C/c1ccc(OC(F)F)cc1OC(F)F)CC3 | 3% | -0.1 | -18% | 1.5 | -50* | 7% | 11µM* | -27%
COc1ccc(C(CNC(=O)CN2C(=O)NC(C)(c3ccc4ccccc4c3)C2=O)N2CCCC2)cc1 (stereo not drawn) | -5% | -0.1 | -11% | -1.2 | 0 | 5% | 0% | 2%
Cn1c(=O)c2c(nc(SC3C(=O)CC(C)(C)CC3=O)n2C)n(C)c1=O | -5% | 0.5 | 3% | -0.7 | / | -9% | -1% | -4%
O=C(Nc1cccc(S(=O)(=O)NC2=NCCC2)c1)c1cc(Cl)ccc1[N+](=O)[O-] | 37% | -0.4 | -27% | 1.2 | 3 | 8% | -8% | -18%
Cc1cccc(C)c1NC(=S)NCCc1ccc(O)c(O)c1 | -5% | -1.1 | 13% | -3.2 | 6 | 10% | 4% | 1%
CCN(CC)C(=O)CCCOc1ccc(Cl)cc1Cl | -3% | -2.0 | -22% | -5.2 | / | 12% | -11% | 3%
Cc1ccc(O)c(CNn2cnnc2)c1 | -9% | -2.4 | 3% | -0.9 | / | 5% | -4% | -5%
Cc1c(NC(=S)NC(=O)c2ccc(Br)o2)c(=O)n(-c2ccccc2)n1C | 10% | -3.6 | -2% | 0.3 | 1 | 5% | -9% | -11%
COc1ccc2cc(C(=O)N3CCN(c4ccccc4F)CC3)[nH]c2c1 | -3% | -1.0 | -15% | 0.7 | 1 | 2% | -1% | -8%
O=C(COC(=O)c1ccc(Br)o1)Nc1cccc(S(=O)(=O)N2CCOCC2)c1 | 2% | -0.3 | -5% | 0.6 | -4 | 7% | -2% | 5%
CC(C)OC(=O)CSc1nnc(SCc2cccc3ccccc23)s1 | 6% | -1.7 | 5% | 0.5 | -2 | 2% | -4% | 11%
NS(=O)(=O)c1ccc(CCNC(=O)C2CCN(S(=O)(=O)c3c(Cl)cccc3Cl)CC2)cc1 | 0% | 0.7 | -4% | 2.2 | -2 | 1% | 0% | -5%
COc1ccc(S(=O)(=O)N2CCCC2CNC(=O)C(=O)Nc2ccc(F)cc2)cc1 (stereo not drawn) | 13% | 1.5 | 1% | 0.6 | 9 | 14% | -5% | -1%
CCC/C(=N\NC(=O)C1CC1)c1ccccc1 | -3% | 1.0 | 6% | 0.4 | -5 | 10% | -1% | 2%
COC(=O)c1ccc(C(C(=O)NC2CCCCC2)N(Cc2ccccc2)C(=O)Cc2cccs2)cc1 (stereo not drawn) | -2% | -2.5 | 7% | 0.8 | -2 | 0% | 6% | 2%
O=C(NC1CC1)c1ccc(-c2nc3ccccc3s2)s1 | 5% | -4.6 | -23% | -2.7 | -13 | 9% | -16% | -19%
COc1cccc(CN(C)C(=O)CC[C@H]2O[C@@H](n3cnc4c(NC(=O)c5ccccc5)ncnc43)[C@H](O)[C@@H]2O)c1 | -10% | -0.3 | -25% | -0.4 | -7 | 5% | -2% | 7%
CC(=O)c1c(C)[nH]c(C(=O)NCCC2=CCCCC2)c1C | -2% | -1.6 | -1% | 1.1 | 1 | 0% | 0% | -8%
NC(=O)c1nnsc1Sc1c(C(N)=O)nnn1-c1cccc(N)c1 | 6% | 0.8 | -5% | 0.1 | -9 | 2% | -11% | -5%
CCCC(c1nnnn1CC1CCCO1)N1CCN(c2nc3ccccc3s2)CC1 (stereo not drawn) | -2% | -2.2 | -26% | -1.7 | 7 | -1% | -5% | 0%
O=C(NCC(=O)N1CCN(S(=O)(=O)c2cccc(F)c2)CC1)c1ccc(Br)o1 | 14% | -0.2 | 2% | -1.1 | 5 | -7% | -2% | -1%
Oc1ccc(-c2csc(Nc3ncccn3)n2)c(O)c1 | -2% | 0.1 | 4% | -1.7 | -24 | 7% | -5% | -5%
CCn1c(=O)cc(OCC(=O)NCc2ccc(C)o2)c2ccccc21 | 9% | -1.7 | 8% | -1.6 | / | 9% | -9% | -12%
COC(=O)c1cnc(N2CCCN(S(=O)(=O)c3ccccc3)CC2)nc1C(F)(F)F | 3% | -1.9 | -2% | -2.0 | 3 | ? | 0% | -13%
CSc1ccccc1NC(=O)c1noc(C)c1[N+](=O)[O-] | 6% | -0.9 | -17% | -0.7 | 5 | 12% | ? | 7%
COc1ccc(-c2csc(NCc3ccco3)n2)cc1C | 6% | 0.3 | -3% | -3.0 | 9 | -3% | -2% | -15%
NC(=O)c1cc([N+](=O)[O-])ccc1NCc1cccc2ccccc12 | -21% | 0.5 | -10% | 0.2 | -4 | 6% | 5% | -5%
COc1cccc2c1OC1(CCN(C(C)C)CC1)N1N=C(c3cccnc3)CC21 (stereo not drawn) | 3% | 1.6 | 0% | 0.0 | -2 | 2% | 3% | -5%
C/C(N)=C(/C#N)C(=O)COC(=O)c1cc(-c2ccc(C)cc2)nc2ccccc12 | 9% | -0.7 | -7% | -1.6 | -4 | -2% | -8% | -23%
CC(=O)Nc1ccc(OCC(O)Cn2c3ccccc3c3ccccc32)c(C)c1 (stereo not drawn) | 23% | -2.3 | -3% | -17 | / | 16% | -2% | -27%
Cc1ccc(C(CC(=O)c2ccc(Cl)cc2)C(=O)O)cc1 (stereo not drawn) | 0% | 0.9 | -24% | -3.9 | 5 | 1% | 1% | -2%
CSc1nc(N)nc(SCC(=O)C(C)(C)C)c1C#N | -8% | -0.1 | -7% | 0.8 | 15 | -7% | -7% | -8%
CC(=O)Nc1ccc(-c2csc(N/N=C\c3ccncc3)n2)cc1 | 3% | 2.3 | 3% | -0.9 | -23 | 7% | -17% | ?

Quoted at random: 2 records from the list.
SMILES | EPAC1 agonist | IL-2 act | EPAC1 antagonist | CCT chaperon mod | PI5P4Ka inh | EPAC2 ag | PLK1 PBD inh | WRN helicase inh
COC(=O)c1ccc(C(C(=O)NC2CCCCC2)N(Cc2ccccc2)C(=O)Cc2cccs2)cc1 (stereo not drawn) | -2% | -2.5 | 7% | 0.8 | -2 | 0% | 6% | 2%
CCCC(c1nnnn1CC1CCCO1)N1CCN(c2nc3ccccc3s2)CC1 (stereo not drawn) | -2% | -2.2 | -26% | -1.7 | 7 | -1% | -5% | 0%

Next structures
SMILES | EPAC1 agonist | IL-2 act | EPAC1 antagonist | CCT chaperon mod | PI5P4Ka inh | EPAC2 ag | PLK1 PBD inh | WRN helicase inh
CC[C@]12c3[nH]c4ccc(Cl)cc4c3CCN1C(=O)[C@@H](CC(=O)NCCCN(C)C)C[C@@H]2C(=O)N1CCN(C(=O)c2ccco2)CC1 | -2% | 1.0 | -17% | 0.2 | 7 | 2% | -5% | -1%
CC(Sc1ccc(Cl)cc1)C(=O)Nc1ccc2c(c1)OCO2 (stereo not drawn) | 7% | -3.1 | -9% | -4.9 | -7 | 17% | -25% | -3%
O=C(COC(=O)c1ccc(O)cc1)Nc1ccc(S(=O)(=O)N2CCCC2)cc1 | 5% | -0.3 | ? | 1.2 | 0 | 9% | -4% | -8%
COc1cccc(CNC(=O)c2nnn(CC(=O)Nc3ccc4c(c3)OCO4)c2N)c1 | 6% | 1.4 | -20% | 0.0 | -15 | 4% | -9% | -5%
COc1cccc(C(=O)Nc2c3c(nn2-c2ccc([N+](=O)[O-])cc2)CS(=O)(=O)C3)c1 | 13% | -4.7 | 14% | -0.6 | -1 | 7% | -5% | -1%
O=C1C(Cl)=C(N2CCCCCC2)C(=O)N1c1ccccc1Cl | 6% | 6.5 | -13% | -1.2 | -6 | 10% | ? | -10%[57.1 µM]
CC(=O)Nc1ccc(S(=O)(=O)N=S(C)(C)=O)cc1 | 9% | 0.5 | -2% | -4.9 | 6 | 12% | -3% | -23%
CC1CCN(C(=O)C2CCC(C)(C(=O)O)C2(C)C)CC1 (stereo not drawn) | -5% | -0.6 | -5% | -1.5 | 2 | 3% | -4% | -3%
O=C(NCc1ccc(F)cc1)C1CCN(S(=O)(=O)c2ccc(Br)s2)CC1 | 3% | -0.6 | -23% | 0.0 | 2 | 8% | -2% | -6%[57.1 µM]
O=C(Nc1ccc(Cn2cccn2)cc1)c1ccc(COc2ccccc2Br)cc1 | 12% | -0.8 | 0% | 1.0 | -2 | 0% | -3% | -10%
CC1(C)CC(N2CCN(Cc3ccccc3)CC2)=CC(=[N+]2CCCCC2)C1 | 6% | -6.2 | -18% | -4.0 | ? | 15% | ? | -18%
CC(C)C[C@@H]1NC(=O)[C@H](C(C)C)NC(=O)c2cc([N+](=O)[O-])cc(I)c2OCC[C@@H](C(N)=O)NC1=O | -26% | -0.8 | ? | -1.0 | -3 | -10% | -12% | 8%
O=C(c1ccc(N2CCCCC2)c([N+](=O)[O-])c1)N1CCN(S(=O)(=O)c2ccccc2)CC1 | 7% | -1.3 | -2% | -1.4 | -1 | 12% | -13% | -8%
CCOc1cc2c(cc1OCC)C(c1ccccc1OC)OC(=O)C2 (stereo not drawn) | 0% | 0.7 | -21% | 2.9 | 2 | -1% | -2% | 1%
Cc1cc(CNC(=O)c2cc(Br)ccc2Cl)nn1C | -5% | -1.3 | 20% | 0.3 | / | 7% | 1% | -9%
COc1cccc2[nH]c3ccccc3c(=O)c12 | 8% | -0.6 | -5% | 1.9 | -4 | 1% | -4% | -6%

Only PI5P4Ka inh (2 entries from above):
SMILES	PI5P4Ka inh
COc1cccc(NC(=O)c2cc(S(=O)(=O)N3CCc4ccccc43)cn2C)c1	0
O=C(O)c1ccc2c(=O)n3c(nc2c1)/C(=C/c1ccc(OC(F)F)cc1OC(F)F)CC3	-50*
